Source: PubChem BioAssay
procasp7 counter: counter-screen: procaspase-7 (human) activation | P55210 | activation, % at 8.5 µM | recombinant procaspase-7, Ac-DEVD-pNA absorbance 405 nm; D23A/D198A/D206A triple mutant, cannot self-cleave; scale: DMSO 0, 5 µM enzyme 100 | AID 463210 | actives 0.093% (n = 330,000);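 active means percent activation above the screen-wide mean plus 3 SD, cut at about 25% in these data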
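Test system: Procaspase-7 triple mutant (PC-7 D3A). Also added: Ac-DEVD-pNA substrate, 400 µM as added. Schedule: 1 h enzyme–compound preincubation and 2 h substrate reaction, both 25 °C. Signal: p-Nitroaniline absorbance at 405 nm, read at 0 and 120 min. Control set: low DMSO alone, high DMSO plus 5 µM PC-7.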
core dimer inh: blocks dimerization of HCV core protein; inhibition, % at 5 µM; actives 0.33% (n = 300,000); AID 1899; TR-FRET GST/Flag-core106 dimerization, 1536-well;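 active means inhibition above the mean of all tested compounds plus 3 SD, set per screening campaign, cut at about 45% in these data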
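System: GST-tagged and Flag-tagged HCV core protein residues 1-106 / Input: core106 proteins, GST 13.5 nM and Flag 17 nM / Buffer or medium: KF-containing HEPES buffer, pH 7.45, DTT, CHAPS, BSA / Probe or stimulus: Eu-anti-GST and XL665-anti-Flag labelled anti-tag antibodies / Schedule: 4 h, 22.5 °C incubation / Technique: TR-FRET 671 and 617 nm emission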
TPT1 inh: inhibitors of Candida albicans tRNA 2'-phosphotransferase TPT1; actives 0.81% (n = 300,000); AID 1962; inhibition, % at 5 µM; recombinant caTPT1, FP RNA substrate dephosphorylation;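 active means inhibition above the mean of all tested compounds plus 3 SD, set per screening campaign, cut at about 24% in these data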;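 further: plate controls were DMSO alone for no effect and ferristatin control at 100 nM for full effect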
PP1 counter: PP1-alpha (human) inhibition in PP5 counter-screen | P62136 | actives 0.9% (n = 320,000) | purified PP1alpha, OMFP fluorescence | AID 2235 | inhibition, % at 6.7 µM;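 active means inhibition above the mean inhibition of all tested compounds plus 3 SD, computed separately for each screening campaign, cut at about 15% in these data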
Target sequence (P62136 whole entry, looked up): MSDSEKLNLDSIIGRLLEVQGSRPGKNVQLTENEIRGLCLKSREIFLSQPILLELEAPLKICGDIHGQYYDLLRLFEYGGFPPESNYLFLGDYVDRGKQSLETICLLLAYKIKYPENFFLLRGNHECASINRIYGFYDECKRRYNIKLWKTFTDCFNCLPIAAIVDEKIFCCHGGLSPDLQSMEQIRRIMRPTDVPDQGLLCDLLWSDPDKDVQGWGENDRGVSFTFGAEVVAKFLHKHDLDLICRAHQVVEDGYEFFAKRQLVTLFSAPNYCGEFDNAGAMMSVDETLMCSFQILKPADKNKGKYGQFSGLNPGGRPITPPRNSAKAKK
CTSL1 counter: counter-screen for PFM18AAP inhibitors: inhibitors of F. hepatica cathepsin L1; AID 1906; actives 0.49% (n = 300,000); inhibition, % at 5.96 µM; recombinant F. hepatica cathepsin L1, Z-Leu-Arg-MCA fluorescence;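 active means inhibition above the mean of all tested compounds plus 3 SD, set per screening campaign, cut at about 17% in these data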;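 further: 0% = plate median of test compound wells and 100% = 1 µM Z-Phe-Ala-diazomethylketone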
procasp3 activ: activators of human procaspase-3; recombinant procaspase-3 D3A, Ac-DEVD-pNA absorbance 405 nm; activation, % at 8.5 µM; actives 0.11% (n = 330,000); AID 463141;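 active means activation above the mean of all tested compounds plus 3 SD, cut at about 21% in these data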;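 further: 0% = DMSO alone and 100% = DMSO wells spiked with extra 5 µM PC-3 D3A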
Target sequence (P42574 whole entry D9A/D28A/D175A): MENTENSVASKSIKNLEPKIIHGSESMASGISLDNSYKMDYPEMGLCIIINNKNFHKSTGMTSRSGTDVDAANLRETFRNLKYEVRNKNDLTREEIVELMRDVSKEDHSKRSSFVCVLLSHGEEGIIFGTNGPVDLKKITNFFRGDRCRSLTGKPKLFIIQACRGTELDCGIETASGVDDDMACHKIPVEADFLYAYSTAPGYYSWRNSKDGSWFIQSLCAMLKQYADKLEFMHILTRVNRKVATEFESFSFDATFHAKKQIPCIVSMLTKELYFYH
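Assay system – Procaspase-3 D3A mutant, all three cleavage aspartates alanine · Controls – DMSO-only low control, 5 µM PC-3 D3A high control · Schedule – 1 h compound preincubation, 2 h substrate hydrolysis at 25 °C · Signal – 405 nm absorbance of p-nitroaniline, reads at 0 and 120 min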
AHR act: human AHR activation; AID 2796; activation, % at 5 µM; actives 2.5% (n = 320,000); AHR-responsive luciferase reporter cells, luminescence; in the data active means activation above about 47%;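 further: 0% = vehicle wells and 100% = reference agonist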
PAFAH2 FP inh: inhibitors of human PAFAH2; Q99487; recombinant PAFAH2, FP-rhodamine activity probe, fluorescence polarization; inhibition, % at 3.39 µM; actives 0.99% (n = 340,000); AID 492956;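 active means inhibition above the mean over all tested compounds plus 3 SD, cut at about 30% in these data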;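 further: inhibitors block probe labeling of enzyme so polarization drops; 0% = enzyme with DMSO and 100% = wells lacking PAFAH2 protein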
PP5 primary: PP5 (human) phosphatase inhibition; purified PP5c, OMFP substrate fluorescence; actives 0.18% (n = 320,000); inhibition, % at 6.7 µM;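 active means inhibition above the campaign's mean inhibition across all tested compounds plus 3 SD, cut at about 9.5% in these data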;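 further: 0% = DMSO only and 100% = 100 µM cantharidin control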
Target sequence (P53041 whole entry, looked up): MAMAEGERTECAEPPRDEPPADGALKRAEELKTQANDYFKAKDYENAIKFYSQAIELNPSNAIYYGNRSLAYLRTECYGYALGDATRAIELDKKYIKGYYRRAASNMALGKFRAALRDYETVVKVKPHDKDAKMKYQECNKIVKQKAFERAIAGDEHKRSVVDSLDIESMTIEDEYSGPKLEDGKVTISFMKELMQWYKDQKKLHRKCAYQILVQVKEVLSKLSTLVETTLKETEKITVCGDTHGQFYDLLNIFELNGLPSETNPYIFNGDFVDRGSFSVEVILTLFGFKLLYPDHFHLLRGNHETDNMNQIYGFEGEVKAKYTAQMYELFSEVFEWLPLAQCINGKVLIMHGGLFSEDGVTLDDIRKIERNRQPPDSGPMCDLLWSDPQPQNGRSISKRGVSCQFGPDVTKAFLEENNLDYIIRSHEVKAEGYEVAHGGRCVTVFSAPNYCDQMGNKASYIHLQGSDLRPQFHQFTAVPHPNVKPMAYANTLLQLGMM
Active calls of the source: *; . = not tested or not shown; & = joins results of further samples.

SMILES	procasp7 counter	core dimer inh	TPT1 inh	PP1 counter	CTSL1 counter	procasp3 activ	AHR act	PAFAH2 FP inh	PP5 primary
N#CC1=C(N)N(c2ccccc2Sc2ccccc2)C(=O)C1	-9	21	9	6	3	3	-1	5	4.5
Cc1ccc(C)c(NC(=O)COC(=O)CSc2ccccc2)c1	-3	.	.	-5	.	-1	-1	2	2.1
Cc1ccc(CNC(=O)CSc2nnc(CNC(=O)c3ccccc3)o2)cc1	0	-22	-4	-1	10	3	-2	2	2.8
Cc1c(C(=O)N2CCCC2)c(S(=O)(=O)NCCc2ccccc2)c(C)n1C	-1	-14	-2	-1	2	2	3	0	-1.1
CC(CNC(=O)c1cc(Cl)ccc1[N+](=O)[O-])NC(=O)c1cc(Cl)ccc1[N+](=O)[O-] (configuration not stated)	1	0	3	4	0	-6	19	-2	2.2
COc1ccc(-c2csc(NC(=O)CSc3ccc(Br)cc3)n2)c(OC)c1	-5	3	1	-6	-5	-4	3	-16	1.6
COc1ccc(C(CNC(=O)c2cccc(S(=O)(=O)N3CCCCC3)c2)N2CCCC2)cc1 (configuration not stated)	14	.	.	-4	.	7	0	-1	3.2
CC(C)c1ccc(S(=O)(=O)N2CCN(CC(O)CN3CCOCC3)CC2)cc1 (configuration not stated)	5	.	.	-3	.	14	1	-1	-1.7
N#C/C(=C\c1ccc([N+](=O)[O-])cc1)c1nc(C2CC2)cs1	4	15	9	3	5	0	10	5	0.3
C=CCOc1ccc(/C=C/C(=O)OCC(=O)N(C)CC(=O)Nc2ccc(F)cc2)cc1	1	0	-3	5	3	5	1	-1	-0.1
COc1cc(CC(=O)OCC(=O)Nc2cc([N+](=O)[O-])ccc2F)cc(OC)c1OC	4	-4	3	-4	-4	3	8	4	3.7
O=C(Cc1cccs1)Nc1nc(-c2ccc(F)c(F)c2)cs1	-11	11	4	6	-2	-1	-6	-6	3.3
NC(=S)N/N=C/c1c(O)ccc2ccccc12	-9	-11	0	5	6	-3	4	27	-0.4
CCCCC(CC)CNC(=O)Cn1c(=O)[nH]c2ccsc2c1=O (configuration not stated)	8	-1	-2	-5	-1	0	-1	-2	-0.9
Cc1ccc(S(=O)(=O)CCC(=O)OCC(=O)NC(C)c2ccc(F)cc2)cc1 (configuration not stated)	-8	.	.	-7	.	0	-1	0	3.2
O=C(NCCc1ccccc1)c1ccc2c(c1)S(=O)(=O)N=C1CCCCCN12	-7	.	.	-2	.	8	1	-6	1.4
COCCSc1ccccc1C(=O)Nc1ccncc1	-2	-3	3	-2	0	8	9	-2	0.5
COC(=O)N/N=C/c1cccc(OC(=O)c2ccc3c(c2)OCO3)c1	-1	-4	-3	7	3	-2	3	5	0.6
Cc1ccc2[nH]c(=O)c(CN(Cc3ccccc3)C(=S)NCCCN(C)C)cc2c1	-2	-3	2	-1	2	0	1	-1	3.9
CC(C)NS(=O)(=O)c1ccc(NC(=O)Cc2ccsc2)cc1	7	-2	0	-3	-1	3	-1	-5	3.1
COCCNC(=O)c1cc2c(=O)n3cccc(C)c3nc2n1C	1	-15	0	-2	1	1	-8	-11	2.2
CC(C)CC(NC(=O)C1CCCN1C(=O)[C@@H](C)NC(=O)OCc1ccccc1)C(=O)NCC(N)=O (some centres not stated)	8	4	0	-1	6	1	21	4	0.2
CCN(CC)c1nc(N)c(C#N)c(CC#N)c1C#N	-19	-7	2	0	-10	-4	18	-10	-6.9
COC(=O)c1ccc(SCc2ccccc2)nc1	6	-1	2	-5	2	-5	3	.	0.9
CN(C(=O)COC(=O)C(Cc1ccccc1)NC(=O)c1ccccc1)c1ccccc1 (configuration not stated)	8	6	2	-5	1	-3	-2	3	-1.0
C=C(C)Cn1c(Sc2nnc(C)s2)nc2c1c(=O)[nH]c(=O)n2C	9	-1	-1	-4	-3	9	1	-9	1.6
O=C(Nc1ccc(F)cc1)Nc1nnc(Cc2ccccc2)s1	10	7	0	17*	0	15	8	-2	0.2
O/N=C/c1ccc2cccc(OCc3ccccc3)c2n1	-3	-8	-1	1	1	-2	47	-1	2.4
O=C(Cc1cc(=O)[nH][nH]1)N/N=C/C=C/c1ccccc1	3&-3	21&-4	-2&-4	19*	5&8	8&-3	1&-1	6	-1.6&1.0
COc1ccc2c(c1)C(=O)C(=O)N2	-6	3	-5	-5	2	-1	5	1	-0.9
CSCCC(NS(=O)(=O)c1ccccc1F)C(=O)NCc1cccs1 (configuration not stated)	-7	.	.	-6	.	-2	-1	-1	-1.2
O=C(Nc1cccc(NC(=O)c2ccco2)c1)c1cnccn1	8	0	3	0	3	5	12	-5	-0.8
CCc1nn(CC(=O)NC2CCN(Cc3ccccc3)CC2)c(=O)c2cc3cc(F)ccc3n12	-2	-5	0	-2	3	-3	0	1	-1.4
NNC(=O)Cn1c(COc2ccc(Cl)cc2)nc2ccccc21	-2	-7	-2	2	-4	2	-6	11	2.3
c1ccc(Cc2nnc3sc(-c4ccccn4)nn23)cc1	-9	19	1	-1	12	-1	6	1	-0.3
O=C(O)c1ccccc1N=Nc1c(O)[nH]c2ccc([N+](=O)[O-])cc12	-3	-7	8	1	0	7	7	37*	-1.3
Cn1cnnc1SC(C(=O)c1ccccc1)c1ccccc1 (configuration not stated)	5	5	0	-1	-2	-1	2	-5	1.4
CC(C)CNC(C)C(=O)Nc1ccc(S(N)(=O)=O)cc1 (configuration not stated)	2	2	1	-1	2	9	0	2	1.0
CCc1nc2ccccc2n1CCC(C)C	12	-2	1	1	0	8	0	7	1.2
COCCNC(=O)c1onc(CSc2cccc(C)c2)c1C(=O)O	-9	-17	-1	3	8	5	2	8	3.0
COc1ccc(-c2cc3nc4c(c(N5CCC6(CC5)OCCO6)n3n2)CCC4)cc1	-5	-5	0	-1	4	-1	4	6	2.4
O=C(CCc1nnc(Cc2c[nH]c3ccccc23)o1)NC1CCCC1	17	6	0	-4	-3	-1	4	-4	2.8
Cc1ccc(CNC(=O)CSc2nc3ccsc3c(=O)n2NC(=O)c2ccccc2)cc1	8	-3	-1	-2	0	-2	0	3	0.4
Cc1ccc(C(=O)NCC(=O)Nc2cc(C)ccn2)cc1	4	2	3	2	1	9	6	2	-1.5
O=C(Nc1nccs1)c1ccc(COc2ccccc2Br)o1	7	2	-2	2	6	-3	31	6	5.1
Cc1nc(NC(=O)c2ccc([N+](=O)[O-])cc2Cl)sc1C(=O)N(C)C	-3	26	1	1	1	-5	0	0	1.7
Cn1cnc([N+](=O)[O-])c1NC(C)(C)C	5	-8	-2	-1	2	8	-3	-1	3.1
CCN(CC)c1nc(C)nc2c1cnn2CCc1ccccc1	-2	2	0	-4	-1	4	6	-3	-1.0

The closing two entries of the section above come first, to join the parts:
SMILES	procasp7 counter	core dimer inh	TPT1 inh	PP1 counter	CTSL1 counter	procasp3 activ	AHR act	PAFAH2 FP inh	PP5 primary
Cn1cnc([N+](=O)[O-])c1NC(C)(C)C	5	-8	-2	-1	2	8	-3	-1	3.1
CCN(CC)c1nc(C)nc2c1cnn2CCc1ccccc1	-2	2	0	-4	-1	4	6	-3	-1.0
Clc1ccc(N2CCN(Cc3ccc(Br)o3)CC2)cc1	12	-4	2	2	-1	5	-1	2	0.4
CCn1c(C)c(C)c2cc(C(=O)NCCN3CCCCCC3)ccc21	3	5	4	2	-1	7	9	2	0.5
CCCCOc1cccc(NC(=O)CSc2nncn2C)c1	5	-10	1	1	0	-1	6	2	1.8
CCC(C)NC(=O)Cn1nc(C(F)(F)F)c2c1CCC2 (configuration not stated)	5	-2	-4	-2	0	-3	-1	1	-0.6
COc1ccccc1NC(=O)C(C)Sc1nc2ccccc2c(=O)n1CC1CCCO1 (configuration not stated)	-5	2	-1	-2	5	9	1	-1	-0.6
Cc1cccc(NCC(=O)N/N=C\c2c[nH]c3ccccc23)c1	3	4	-2	2	0	4	78*	8	5.1
COc1ccc(N2CCN(C(=O)Cc3nn(C)c(=O)c4ccccc34)CC2)cc1	-10	-11	2	-3	0	-1	2	-9	5.0
CCOC(=O)c1cnc2c(C)c(Cl)ccc2c1Nc1ccc(S(=O)(=O)Nc2ncccn2)cc1	5	3	2	-2	4	1	5	.	-1.7
CC1CCN(S(=O)(=O)c2ccc3c(c2)c(=O)c(C(=O)NCc2ccco2)cn3C)CC1	-1	10	-2	3	1	-9	2	-3	1.1
O=C(CCN1CCN(Cc2ccccc2)CC1)Nc1ccccc1Cl	-2	2	-2	2	-1	7	0	0	0.7
CCc1cccc(NC(=O)CN(C)S(=O)(=O)c2cccc3cccnc23)c1	-3	0	-2	0	-1	5	8	-2	0.0
O=c1cc(/C=C/c2ccccc2)oc2ccccc12	-6	1	4	-2	-3	1	60*	-1	7.5
NC(=O)c1ccc(NC(=O)COc2ccc(-n3cnnn3)cc2)cc1	-1	.	.	-2	.	5	1	4	1.7
Cc1cc(C)c2c3c(sc2n1)C(=O)N(c1ccccc1C)CC(=O)N3	3	1	4	-3	-2	-4	-2	6	-2.3
CC1CCN(c2ccc3nnc(CCC(=O)Nc4cc(F)ccc4F)n3n2)CC1	11	2	3	-2	-1	4	-3	2	-0.9
O=C(Nc1ccc(F)cc1)C1CC(=O)n2cnnc2N1 (configuration not stated)	2	1	2	2	-1	-5	2	-4	0.1
COc1cc(NC(=O)C2CCN(S(=O)(=O)c3cnc[nH]3)CC2)cc(OC)c1OC	6	-2	0	-5	-1	-3	0	1	3.1
CCCn1c(=N)n(CC(O)COc2cccc(C)c2)c2ccccc21 (configuration not stated)	-8	-15	0	1	16	1	18	8	0.2
Cc1cccc(NC(=O)c2sc3nc4c(c(-c5cccs5)c3c2N)CN(C)CC4)c1	2	-4	38*	11	2	-14	4	17	5.1
CCOC(=O)C1=C(C(F)(F)F)Nc2ncnn2C1c1ccc(OC)c(OC)c1OC (configuration not stated)	4	-5	1	1	-1	-7	-1	6	2.6
Cc1ccc(NC(=O)C2CCC(CNc3c(N4CCC(C)CC4)c(=O)c3=O)CC2)cc1F (configuration not stated)	4	-1	0	-5	2	-1	-1	1	3.2
COc1ccc(S(=O)(=O)NCc2ccco2)cc1C(=O)N1CCOCC1	5	-7	-8	5	-6	-1	-1	-2	-2.4
CC1CN(c2ccc([N+](=O)[O-])cn2)CC(C)O1 (configuration not stated)	1	-2	-8	0	-3	7	0	3	1.7

An excerpt from above in order of their number in PAFAH2 FP inh, rising:
compound	core dimer inh	TPT1 inh	procasp3 activ	AHR act	PAFAH2 FP inh	PP5 primary
Cc1ccc(NC(=O)C2CCC(CNc3c(N4CCC(C)CC4)c(=O)c3=O)CC2)cc1F (configuration not stated)	-1	0	-1	-1	1	3.2
CC1CCN(c2ccc3nnc(CCC(=O)Nc4cc(F)ccc4F)n3n2)CC1	2	3	4	-3	2	-0.9
Cc1cc(C)c2c3c(sc2n1)C(=O)N(c1ccccc1C)CC(=O)N3	1	4	-4	-2	6	-2.3
CCCn1c(=N)n(CC(O)COc2cccc(C)c2)c2ccccc21 (configuration not stated)	-15	0	1	18	8	0.2
Cc1cccc(NC(=O)c2sc3nc4c(c(-c5cccs5)c3c2N)CN(C)CC4)c1	-4	38*	-14	4	17	5.1
